Screens deposited in PubChem by National Center for Advancing Translational Sciences (NCATS).
TR SRC2 fluor cs: Total Fluorescence Counterscreen for Inhibitors of the Interaction of Thyroid Hormone Receptor and Steroid Receptor Coregulator 2; AID 1479, 2009; actives 0.29% (n = 280,000); TRb/SRC2 Texas Red total fluorescence interference; Potency, µM (highest dose often 106 µM), for inactives: at the top dose fluorescence change, negative = quenching; active = well fitted curve in either direction with a large enough effect; inconclusive = small, poorly fitted or top-dose-only effect; also: % is scaled to controls: 0 for no effect and ±100 for the full control effect
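Flags fluorescent or light-absorbing compounds by total fluorescence, S + 2P, at 555 nm excitation and 632 nm emission. Mixture: 20 nM Texas Red SRC2 peptide, 0.6 uM human TRb LBD, 1 uM T3, 5% DMSO; compound exposure 5 h at ambient temperature.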
Tau FP inhib: qHTS for Inhibitors of Tau Fibril Formation, Fluorescence Polarization; AID 1468, 2008; K18 P301L tau heparin fibrillization, Alexa594 FP, 6 h; Microtubule-associated protein tau (Homo sapiens), P10636; actives 0.39% (n = 280,000); Potency, µM (highest dose often 57.7 µM), without a hit: at the top dose activity, negative = inhibition, actives largely listed as inhibitors; also: % is scaled to controls: 0 for no effect and ±100 for the full control effect; nearly all actives have a fitted effect of over 55% in size
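Compound effects on tau fibrillization are measured by Alexa 594 fluorescence polarization (ex 555, em 632 nm). K18 P301L tau is used at 15 uM with 0.24 uM labeled tracer, and 20 uM heparin induces aggregation over 6 hr at 37 C.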
Tau fluor cs: Counterscreen qHTS for Inhibitors of Tau Fibril Formation, Fluorescence Polarization; tau K18 P301L Alexa594 fluorescence, heparin fibrillization; Potency, µM (doses to about 57.7 µM), for inactives: at the highest dose activity change, negative = decrease; actives 0.93% (n = 280,000); also: % is scaled to controls: 0 for no effect and ±100 for the full control effect; nearly all actives have a fitted effect of over 55% in size
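Human K18 P301L tau (15 uM unlabeled plus 0.24 uM Alexa 594-labeled, final) in 100 mM sodium acetate pH 7 was mixed with compound and 20 uM heparin and incubated 6 hr at 37 C.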
Tau ThT inhib: qHTS for Inhibitors of Tau Fibril Formation, Thioflavin T Binding; Microtubule-associated protein tau (Homo sapiens), P10636; recombinant tau K18 P301L, heparin-induced fibrillization, ThT fluorescence; Potency, µM (top dose mostly 57.4 µM), for inactives: at the highest dose activity, negative = inhibition, usual class: inhibitors; actives 2.1% (n = 270,000); AID 1460, 2008; also: % is scaled to controls: 0 for no effect and ±100 for the full control effect; nearly all actives have a fitted effect of over 55% in size
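Fibril formation assay: tau K18 P301L at 15 uM with trace Alexa 594 label, heparin inducer 20 uM, pH 7 sodium acetate buffer, 37 C for 6 hr; endpoint ThT signal.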
RECQ1 helicase: qHTS Assay for Inhibitors of RecQ-Like Dna Helicase 1 (RECQ1) | RECQ1 DNA unwinding, red fluorescence kinetic read | AID 2549, 2010 | Potency, µM (series often up to 57.3 µM), inactives show at the top dose activity, negative = inhibition, actives largely listed as inhibitors | actives 0.54% (n = 240,000) | ATP-dependent DNA helicase Q1 (Homo sapiens), P46063;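 also: plate controls were vehicle for no effect and no enzyme for full effect; nearly all actives have a fitted effect of over 30% in size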
Target sequence (P46063 whole entry, looked up): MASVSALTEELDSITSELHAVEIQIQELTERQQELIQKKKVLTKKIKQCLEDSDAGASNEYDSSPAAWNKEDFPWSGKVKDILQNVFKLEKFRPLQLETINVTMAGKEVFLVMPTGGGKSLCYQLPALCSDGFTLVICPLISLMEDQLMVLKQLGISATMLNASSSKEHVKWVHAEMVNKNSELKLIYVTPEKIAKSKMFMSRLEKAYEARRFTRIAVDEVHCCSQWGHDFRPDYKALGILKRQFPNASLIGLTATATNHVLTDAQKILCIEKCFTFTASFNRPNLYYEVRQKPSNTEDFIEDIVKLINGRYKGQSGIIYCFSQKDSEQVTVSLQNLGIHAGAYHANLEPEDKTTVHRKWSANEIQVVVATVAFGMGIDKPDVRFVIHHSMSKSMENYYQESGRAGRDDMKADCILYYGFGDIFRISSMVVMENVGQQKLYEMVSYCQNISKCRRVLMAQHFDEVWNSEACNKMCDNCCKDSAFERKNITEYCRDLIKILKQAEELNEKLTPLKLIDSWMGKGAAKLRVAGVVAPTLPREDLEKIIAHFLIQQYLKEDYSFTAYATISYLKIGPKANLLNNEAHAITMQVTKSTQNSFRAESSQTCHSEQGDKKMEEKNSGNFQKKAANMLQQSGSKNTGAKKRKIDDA
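RECQ1T1 50 nM; forked duplex (20 bp + 30-nt ss tails) 200 nM, ATP 2 mM final; pH 8.0, 2 mM MgCl2, 2.5 ug/ml poly(dI-dC); 15 min compound preincubation; discontinuous kinetic read over 2 h at RT.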
L3MBTL1 block: qHTS Assay for the Inhibitors of L3MBTL1. AID 485360, 2010. actives 0.66% (n = 230,000). AlphaScreen L3MBTL1–H3K9me1 peptide binding. Potency, µM (doses to about 57.1 µM), for the others: top-dose activity, negative = inhibition, actives largely listed as inhibitors. Lethal(3)malignant brain tumor-like protein 1 (Homo sapiens), Q9Y468; also: % is scaled to controls: 0 for no effect and ±100 for the full control effect; nearly all actives have a fitted effect of over 60% in size
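First, the protein-peptide complex forms for 30 min at room temperature (L3MBTL1 50 nM, biotinylated H3K9me1 peptide 75 nM). Next, compounds are pin-transferred and incubated 30 min. Finally, AlphaScreen beads are added and read after 30 min.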
TRb SRC2 PPI: qHTS for Inhibitors of the Interaction of Thyroid Hormone Receptor and Steroid Receptor Coregulator 2; Thyroid hormone receptor beta (Homo sapiens), P10828; TRbeta-SRC2 peptide binding, fluorescence polarization; receptor liganded with 1 µM T3; Potency, µM (series often up to 106 µM), for the others: top-dose activity change, negative = inhibition, hits mostly inhibitors; actives 0.065% (n = 280,000);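 also: plate controls were bound peptide for no effect and peptide without receptor for full effect; nearly all actives have a fitted effect of over 50% in size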
Target sequence (P10828 whole entry, looked up): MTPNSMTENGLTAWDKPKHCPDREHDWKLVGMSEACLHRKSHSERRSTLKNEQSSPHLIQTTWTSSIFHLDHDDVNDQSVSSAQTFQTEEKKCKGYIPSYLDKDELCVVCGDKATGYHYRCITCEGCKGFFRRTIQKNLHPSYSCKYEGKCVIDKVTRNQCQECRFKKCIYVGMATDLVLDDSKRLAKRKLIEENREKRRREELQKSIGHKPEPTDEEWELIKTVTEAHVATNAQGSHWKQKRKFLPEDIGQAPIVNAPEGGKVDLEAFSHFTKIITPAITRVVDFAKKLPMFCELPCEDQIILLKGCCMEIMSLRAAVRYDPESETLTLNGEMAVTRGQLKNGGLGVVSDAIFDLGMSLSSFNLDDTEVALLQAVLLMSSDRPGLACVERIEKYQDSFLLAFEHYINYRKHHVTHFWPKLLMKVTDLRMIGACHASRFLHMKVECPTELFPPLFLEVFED
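TRb LBD 0.6 uM + Texas Red SRC2 peptide 20 nM, 1 uM T3, Tris buffer w/ 5% DMSO; compound pinned, 5 h RT; FP read ex 555/em 632; normalized to unbound and bound controls.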
HTT cytoprotect: qHTS Multiplex Assay to Identify Dual Action Probes in a Cell Model of Huntington: Cytoprotection (ATP) | PC12 HTT-Q103 induced, cytoprotection, ATP luminescence, 40 h | Potency, µM (doses to about 56.4 µM), for inactives: cytoprotection (ATP increase), most hits filed as activators | actives 0.14% (n = 230,000) | AID 1471, 2008;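 also: % of control where 0% means no effect; nearly all actives have a fitted effect of over 45% in size; toxic huntingtin expression switched on by the ecdysone agonist tebufenozide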
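Quantitative HTS on tebufenozide-induced (100 nM) PC12 cells expressing HTTQ103 exon 1–GFP; compounds tested as a concentration series; survival measured via cellular ATP.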
* hit, by the source's call; i = inactive; ? = inconclusive; nt = no result given; & = joins results of further samples; [ ] = remark or other dose. Unless noted, calls follow the shape of the dose curve; as a rule, active = well fitted curve in the direction sought with a large enough effect; inconclusive = small, poorly fitted or top-dose-only effect, or another doubt; inactive = no such curve, though single readings can be large; an effect the other way counts as inactive or inconclusive. Potency is read from the fitted curve at half-maximal effect. An excerpt, so the mix of outcomes need not match the whole.

SMILES	TR SRC2 fluor cs	Tau FP inhib	Tau fluor cs	Tau ThT inhib	RECQ1 helicase	L3MBTL1 block	TRb SRC2 PPI	HTT cytoprotect
CCc1cc2c(nc1CC)CCN(CC/C(C)=N/OC[C@H]1O[C@H](c3ccccc3)C=C[C@@H]1Oc1ccc(OC)cc1)C2	-4%[11.2 µM]	1%[11.6 µM]	0%[11.6 µM]	?	-6%[11.5 µM]	-1%	0%[11.2 µM]	-34%[inhibitor][10 µM]
COc1ccc(-n2c3c(cc(-c4nc(-c5ccc(Cl)cc5)cs4)c2=O)C(=O)CC(C)(C)C3)cc1Cl	-3%	-18%	-21%	-11%	nt	nt	0%	nt
COc1ccc(NC(=O)/C(C#N)=C/c2ccc3c(c2)n(C)c(=O)n3C)cc1	1%	7%	3%	?	-5%	2%	4%	27%[10 µM]
O=c1[nH]c(CSc2nc3ccccc3s2)nc2cc(Cl)ccc12	-2%	-1%	-26%	?	0%	-4%	-2%	8%[10 µM]
S=C(Nc1ccccc1)N1CCN(C/C=C/c2ccccc2)CC1	0%	3%	-18%	-10%	i	-22%	4%	21%[10 µM]
O=C1CCN(S(=O)(=O)c2ccccc2)CCN1CCOCc1ccc(Cl)cc1	-3%	-2%	-4%	4%	4%	nt	3%	1%[10 µM]
CN(CCc1ccccn1)C(=O)c1cccnc1Oc1ccc(Cl)cc1	-4%	-9%	-9%	-6%	13%	7%	0%	0%[10 µM]
O=C(Nc1ccccc1)N1CCCC(c2nc(-c3ccc(F)cc3)no2)C1 (centres undefined)	-2%	-2%	-15%	-7%	i	5%	8%	-1%
COc1cc(NC(=O)c2cccc(F)c2)cc(OC)c1OC	-1%	3%	-4%	0%	i	10%	1%	-6%[10 µM]
N#Cc1nc(/C=C/c2ccc(F)cc2)oc1NCc1ccc(F)cc1	-4%	-12%	-23%	6%	nt	nt	-3%	nt
Cc1cccc(Cn2c(SCC(=O)Nc3ccccc3)nc3c2c(=O)[nH]c(=O)n3C)c1	-1%	-2%	-14%	-10%	-1%	8%	0%	-1%
Cc1ccc(CNC(=O)CCC2CCCN(C(=O)CCC(F)(F)F)C2)o1 (centres undefined)	0%	?	-11%	?	i	7%	3%	17%[10 µM]
CCOC(=O)C(CCc1ccccc1)NC(C)C(=O)N1Cc2cc(OC)c(OC)cc2CC1C(=O)O (centres undefined)	-1%	nt	nt	nt	-3%	nt	0%	20%
Cc1c(C(=O)N2CCc3ccccc3C2)sc2nc(-c3ccccc3)cn12	-1%	-2%	-17%	?	-7%	-13%	-1%	-4%[1.9 µM]
C=CCn1c2[n+](c3ccccc3c1=O)CCCCC2	0%	-11%	-8%	?	-6%	nt	-3%	-28%
COc1cc(/C=C(\C#N)c2nc3ccccc3[nH]2)c([N+](=O)[O-])cc1OCc1ccccc1	2%	?	?	?	-9%	-23%	-4%	-78%[inhibitor]
CC(C)CC(NS(=O)(=O)c1ccc2c(c1)oc(=O)n2C)C(=O)NC1CCCc2ccccc21 (centres undefined)	-6%	0%	2%	-4%	-4%	nt	-1%	-12%
Cc1nc(NS(=O)(=O)c2ccccc2)sc1C(=O)N/N=C/c1ccccc1	-2%	9%	-20%	-7%	-3%	0%	3%	-23%[10 µM]
O=C(Cn1cnc2ccccc2c1=O)Nc1nnc(C2CC2)s1	-5%	0%	-1%	1%	-5%	-9%	7%	-21%[10 µM]
COc1ccc(Nc2cc(C(=O)NCc3ccccc3)c3ccccc3n2)cc1OC	1%	1%	-17%	-2%	nt	nt	-1%	nt
CCc1cccc(NC(=O)Cn2c(=O)n(CC(=O)NCCc3ccccc3)c(=O)c3ccccc32)c1	0%	-6%	-8%	10%	nt	nt	-6%	nt
CC(=O)N1CCc2cc(Br)cc(S(=O)(=O)CCC(=O)N3CCN(c4ccccn4)CC3)c21	-2%	-7%	-9%	-8%	-8%	nt	-2%	-16%
COc1cc(CN2CC(=O)N(c3ccc(C)c(C)c3)C2=S)cc(OC)c1OC	-1%	6%	-11%	-9%	-6%	3%	0%	-9%[10 µM]
Cc1ccc(C(=O)Nc2ccon2)cc1S(=O)(=O)N1CCCCCC1	-1%	-5%	-21%	-5%	90%[activator]	nt	16%	-3%
CCC12CSc3nc(Cl)ccc3N1C(=O)C(=O)N2C (centres undefined)	-4%	-9%	-10%	-5%	-4%	-3%	-2%	4%[10 µM]
COc1ccc(-n2c(=O)c3ccccc3n(CC(=O)NCCc3ccc(OC)c(OC)c3)c2=O)cc1	7%	-14%	-7%	-4%	nt	nt	1%	nt
CCc1ccc(Sc2cc(C(=O)O)c3ccccc3n2)cc1	-1%	-6%	-6%	-3%	nt	nt	8%	nt
Cc1ccc(NC(=O)C(Cc2ccccc2)N2C(=O)C3C4CCC(C4)C3C2=O)cc1Cl (centres undefined)	2%	-7%	?	-11%	i	1%	0%	-35%
CCOc1ccc(NC(=O)c2ccc3nc(Cc4ccccc4)oc3c2)cc1	1%	-12%	-25%	-15%	nt	nt	5%	nt
CCn1cc(S(=O)(=O)CC(=O)NC2CCCCC2)c2ccccc21	1%	-6%	-6%	-6%	i	6%	-3%	12%
O=C(c1nc2ncccn2n1)N1CCc2ccccc2C1	-3%	-2%	0%	2%	i	nt	-5%	-7%[0.074 µM]
OC(COc1ccc2c(c1)OCO2)CN1CCN(c2ccc(F)cc2)CC1 (centres undefined)	-3%	10%	-14%	?	-4%	-16%	-6%	nt
CN(CC(=O)N1CCCC1)S(=O)(=O)c1ccc2ccccc2c1	-1%	-2%	-18%	-17%	25%	1%	3%	nt
Cc1sc(NC(=O)c2cc(-c3ccccc3)nc3ccccc23)c(C(N)=O)c1C	1%	?	?	?	-9%	-5%	3%	-2%[10 µM]
CCOCCn1c(CN(Cc2ccccc2)Cc2ccccc2)nc2c1c(=O)n(C)c(=O)n2C	-5%	11%	-14%	?	-11%	nt	-9%	-26%
CN(C)c1ccc(NC(=O)CSc2nc3c(c(=O)[nH]2)CCCC3)cc1	2%	4%	-2%	?	-8%	?	-8%	2%[10 µM]
Cc1ccc(S(=O)(=O)NCCc2csc3nc(-c4ccccc4C)nn23)cc1	-3%	-2%	-26%	-7%	nt	nt	2%	nt
COc1ccc(C(=O)NNC(=O)CCC(=O)Nc2cc(C)on2)cc1	-4%	-9%	-4%	-1%	-6%	-5%	-2%	-8%[10 µM]
N#CC1=C(N)SC(N)=C(C#N)C1c1cccc(O)c1	2%	?	-23%	?	1%	-3%	5%	-21%
Cc1nnc2sc(SCc3ccccc3Cl)nn2c1=O	2%	-9%	-20%	?	1%	nt	-7%	1%

Rewritten with values under each structure: entries from further up
Values in the order: TR SRC2 fluor cs | Tau FP inhib | Tau fluor cs | Tau ThT inhib | RECQ1 helicase | L3MBTL1 block | TRb SRC2 PPI | HTT cytoprotect
> COc1ccc(NC(=O)/C(C#N)=C/c2ccc3c(c2)n(C)c(=O)n3C)cc1
 : 1% | 7% | 3% | ? | -5% | 2% | 4% | 27%[10 µM]
> CCc1cc2c(nc1CC)CCN(CC/C(C)=N/OC[C@H]1O[C@H](c3ccccc3)C=C[C@@H]1Oc1ccc(OC)cc1)C2
 : -4%[11.2 µM] | 1%[11.6 µM] | 0%[11.6 µM] | ? | -6%[11.5 µM] | -1% | 0%[11.2 µM] | -34%[inhibitor][10 µM]
> O=C(Cn1cnc2ccccc2c1=O)Nc1nnc(C2CC2)s1
 : -5% | 0% | -1% | 1% | -5% | -9% | 7% | -21%[10 µM]

The results go on.
SMILES	TR SRC2 fluor cs	Tau FP inhib	Tau fluor cs	Tau ThT inhib	RECQ1 helicase	L3MBTL1 block	TRb SRC2 PPI	HTT cytoprotect
Cc1csc2sc(-c3ccnc(SCC(=O)NCc4ccccc4)n3)c(C)c12	-1%	0%	-20%	nt	12%	nt	-3%	-26%[10 µM]
COc1ccc(S(=O)(=O)N(C)c2ccc(OCC(=O)Nc3cc(C)on3)cc2)cc1	-2%	3%	-15%	-6%	-10%	3%	-6%	?
COCCNC(=S)N/N=C/c1ccc2c(c1)OCCO2	1%	-1%	-6%	-9%	-5%	2%	-4%	-5%[10 µM]
O=C(CCl)Nc1cc(SCC(O)CO)cc([N+](=O)[O-])c1 (centres undefined)	-2%	0%	14%	18%	10%	-14%	5%	-78%[inhibitor][10 µM]
COc1ccc(Oc2nc3c(C)cccn3c(=O)c2/C=C(\C#N)C(N)=O)cc1	-2%	0%	8%	-6%	-1%	1%	-8%	-22%[10 µM]
CC(C)c1ccc(NC(=O)c2ccc3oc(=O)c(S(=O)(=O)c4ccc(F)cc4)cc3c2)cc1	-2%	?	3%	1%	nt	nt	3%	nt
COc1ccc2c(Cl)c(-c3nnc(SCC(N)=O)n3C)sc2c1	-3%	-3%	8%	2%	i	-5%	5%	-8%
Cc1cc(C)nc(NC(=O)c2c(C(=O)O)noc2C)n1	0%	11%	-2%	-3%	?	-1%	2%	-10%
COc1ccccc1N1CCN(C(c2cccs2)C(C)NS(=O)(=O)c2ccccc2)CC1 (centres undefined)	-3%	2%	-24%	-13%	-9%	0%	5%	2%
COc1cc(C(O)P(=O)(OC2CCCCC2)c2ccc(N(C)C)cc2)cc(OC)c1OC (centres undefined)	-5%	9%	-9%	-9%	0%	-5%	-6%	-10%
Cc1ccc(-n2c3nc(=O)[nH]c(=O)c-3cc3c(C)nn(-c4ccccc4)c32)c(C)c1	2%&6%	1%&0%	0%&-2%	3%&-2%	6%	-1%	-2%&-1%	nt
Cc1ccc(S(=O)(=O)N2CCOCC2)cc1C(=O)OCC(=O)N1c2ccccc2NC(=O)C1(C)C	0%	7%	-13%	-2%	-13%	nt	-7%	-13%
